HT1080NT lethal – kills 2HG-producing HT-1080-NT fibrosarcoma cells; HT-1080-NT fibrosarcoma viability, CellTiter-Glo ATP luminescence, 48 h; Potency, µM (titrated, usually from 46.1 µM), for inactives: at the top dose activity, negative = less viability, hits mostly cytotoxic; hit rate 1.6% among 360,000; AID 686970;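 also: NT is the 2HG producing partner of a matched IDH1 knockdown line; potency is read from the fitted curve at half-maximal effect; 0% = DMSO-treated cells and -100% = media-only wells without cells; nearly all actives have a fitted effect of over 55% in size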
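Luminescent CellTiter-Glo readout after 48 hours of compound exposure at 37 degrees C defined viability of HT-1080-NT cells. Activity was normalized to DMSO wells and cell-free media wells; concentration-response curves were fitted and assigned curve classes.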
IL-1B inflam inh – inhibitors of inflammasome signaling (IL-1 beta secretion); THP-1 LPS/ATP IL-1B secretion, AlphaLISA, 16 h; stronger effect = lower value; activity change, % at 57.5 µM; hit rate 4.7% among 360,000; AID 743279; in the data active = activity change below about -50%; inconclusive = mostly about -30% to -49%; also: % is scaled to controls: 0 for no effect and ±100 for the full control effect
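THP-1 cells pretreated 1 hr with compounds (up to 57.5 uM final), then stimulated with LPS (250 ng/mL final) plus ATP (1.25 mM final); secreted IL-1B measured by AlphaLISA after 16 hr, decreased signal indicating inhibition.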
S2 tox – reduces viability in counter-screen for ATXN expression inhibitors | S2 cells (HEK-293 line with an ATXN2-luciferase reporter) viability, CellTiter-Fluor protease fluorescence, 24 h | hit rate 0.49% among 400,000 | Potency, µM (highest dose often 56.7 µM), hits mostly cytotoxic; also: potency is read from the fitted curve at half-maximal effect; nearly all actives have a fitted effect of over 40% in size
MCF10A rereplic – induces DNA re-replication in MCF 10a normal breast cells. Potency, µM (top dose mostly 46.1 µM), for inactives: at the top dose activity, positive = re-replication, hits mostly activators. AID 624296. MCF 10A DNA re-replication, Hoechst nuclear intensity, 48 h. hit rate 2.9% among 350,000; also: potency is read from the fitted curve at half-maximal effect; % of control where 0% means no effect; nearly all actives have a fitted effect of over 50% in size
ATXN2 expr inh – ATXN2 expression inhibition; HEK-293 ATXN2-luciferase reporter, luminescence, 24 h; Potency, µM (top dose mostly 57 µM), without a hit: at the top dose activity change, negative = inhibition, actives largely listed as inhibitors; hit rate 0.72% among 360,000; also: potency is read from the fitted curve at half-maximal effect; % is scaled to controls: 0 for no effect and ±100 for the full control effect; nearly all actives have a fitted effect of over 55% in size
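ATXN2-luciferase reporter cells (luciferase flanked by upstream and downstream ATXN2 gene portions) were treated 24 h at 37 °C with compounds at up to 57 uM. SteadyGlo luminescence gave expression; GF-AFC fluorescence gave viability.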
SW480 rereplic – DNA re-replication induction in SW480 cells; SW480 DNA re-replication, Hoechst DNA content imaging, 48 h; Potency, µM (highest dose often 46.1 µM), for the others: at the highest dose re-replication activation, most hits filed as activators; hit rate 1.8% among 340,000; also: potency is read from the fitted curve at half-maximal effect; % of control where 0% means no effect; nearly all actives have a fitted effect of over 55% in size
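250 cells/well; 23 nL cpd via pin tool; 48 hr, 37 C, 5% CO2; Hoechst 40 min; imager read of total nuclear intensity, ex 405/em 500-530 nm.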
KB-3-1 cytotox – KB-3-1 parental cell cytotoxicity. AID 1347075. Potency, µM (doses to about 46.1 µM), inactives show top-dose activity change, negative = cytotoxic, most hits filed as cytotoxic. KB-3-1 viability, CellTiter-Glo ATP luminescence, 72 h. hit rate 1.4% among 400,000; also: potency is read from the fitted curve at half-maximal effect; % is scaled to controls: 0 for no effect and ±100 for the full control effect; nearly all actives have a fitted effect of over 60% in size
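Cytotoxicity in the drug-sensitive parental line KB-3-1 was scored as loss of CellTiter-Glo luminescence following 72 h incubation with compound. Values come from curve fitting of normalized concentration-response data.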
HT1080 IDH1KD tx – HT-1080 IDH1 knockdown cell toxicity (counter line); HT-1080 IDH1 knockdown viability, ATP luminescence, 48 h; Potency, µM (highest dose often 46.1 µM), inactives show top-dose activity, negative = toxicity, actives largely listed as cytotoxic; hit rate 2% among 360,000;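 also: potency is read from the fitted curve at half-maximal effect; 0% = DMSO wells and -100% = cell-free medium wells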
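Luminescent ATP read-out (CellTiter-Glo, 10 min at room temperature) after 48 h compound exposure at 37 °C gave viability of IDH1-knockdown HT-1080 cells. Activity was normalised to DMSO and cell-free wells, then fitted as concentration-response curves.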
KB-V1 MDR tox – kills drug-selected multidrug resistant KB-V1 cells; KB-V1 MDR cells viability, CellTiter-Glo, 72 h; Potency, µM (doses to about 46.1 µM), for inactives: at the top dose activity change, negative = cytotoxicity, actives largely listed as cytotoxic; hit rate 3.4% among 400,000; AID 1347076; also: potency is read from the fitted curve at half-maximal effect; % is scaled to controls: 0 for no effect and ±100 for the full control effect; nearly all actives have a fitted effect of over 60% in size
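KB-V1 cells (P-gp-expressing MDR subline of KB-3-1) in phenol-red-free DMEM with 10% FBS were exposed to library compounds over a concentration series for 72 h at 37 degrees C. Viability read by CellTiter-Glo luminescence; concentration-effect curves fitted after normalization.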
An asterisk follows results filed as active; i = inactive; ? = inconclusive; . = not tested or not shown; & = joins results of further samples; [ ] = another dose, or the depositor's remark. Unless noted, calls follow the shape of the dose curve; as a rule, active = well fitted curve in the direction sought with a large enough effect; inconclusive = small, poorly fitted or top-dose-only effect, or another doubt; inactive = no such curve, though single readings can be large; an effect the other way counts as inactive or inconclusive. Outcome played no part in choosing rows; overall some 11% were active at least once.

#	SMILES	HT1080NT lethal	IL-1B inflam inh	S2 tox	MCF10A rereplic	ATXN2 expr inh	SW480 rereplic	KB-3-1 cytotox	HT1080 IDH1KD tx	KB-V1 MDR tox
1	O=C(CS(=O)(=O)Cc1ccccc1)NCc1ccco1	23%	10	i	-3%	6%	-6%	14%	27%	9%
2	CN1OC[C@@H]2CN(S(=O)(=O)c3cccc(C(F)(F)F)c3)[C@H](c3ccc(-c4cccnc4)cc3)C[C@@H]21	-6%	22	i	.	-17%	.	15%	?	0%
3	O=C(NCCN1CCOCC1)c1cc2c(=O)n3ccccc3nc2n1Cc1ccccc1	8%	25	.	16µM*	1%	21µM*	9%	5%	-3%
4	N/C(=N\OC(=O)c1ccccc1Cl)c1ccc(Cl)cc1	-26%	24	i	0%	111%[activator]	2%	18%	-17%	9%
5	Cc1cccc(NC(=O)NCC2CC2)c1	10%	1	i	1%	-7%	-13%	18%	8%	10%
6	COc1cc(C)c(Cl)cc1S(=O)(=O)n1cnc2ccccc21	0%	30	i	2%	-12%	1%	5%	16%	-14%
7	Cc1cc(N)n(-c2ccc(Cl)cc2)n1	4%	18	i	0%	4%	-130%[inhibitor]	12%	3%	20%
8	O=C(CSc1nnc(NC(=O)c2ccco2)s1)Nc1ccc2c(c1)OCCO2	-2%	2	i	-29%	25%	2%[1.84 µM]	-12%	-10%	5%
9	Cc1ccc(C)c(S(=O)(=O)N2CCCC2CNC(=O)C(=O)NCc2ccccn2)c1 (configuration not stated)	9%	6	i	-21%	-15%	18µM*	-2%	-6%	-1%
10	Cc1ccccc1N(C(=O)CNC(=O)c1cccs1)C(C(=O)NC1CCCC1)c1ccncc1 (configuration not stated)	13%	21	i	1%	-8%	4%	2%	0%	5%
11	CC(=C/C(=O)O)/C=C/c1cccs1	?	17	i	-2%	2%	-6%	6%	17%	-4%
12	Cc1cccc(OCC(=O)NCC(C)(C)N2CCOCC2)c1	-4%	16	i	12%	-3%	?	-13%	-22%	8%
13	CCOC(=O)c1cnc(SCC(=O)N2CCC(C(N)=O)CC2)nc1N	0%	20	i	-3%	-7%	-7%	-3%	-9%	2%
14	CC1(C(=O)NCc2ccc(F)c(F)c2)Cc2c(-c3ccccc3)ccnc2O1 (configuration not stated)	?	20	i	.	-15%	.	?	?	?
15	CC(=O)OCc1c(C(F)(F)F)nn(C)c1Sc1ccccc1	-1%	11	i	-1%	0%	-5%	8%	0%	7%

Reprinted from the part before: 2 entries, followed by the next part.
#	SMILES	HT1080NT lethal	IL-1B inflam inh	S2 tox	MCF10A rereplic	ATXN2 expr inh	SW480 rereplic	KB-3-1 cytotox	HT1080 IDH1KD tx	KB-V1 MDR tox
14	CC1(C(=O)NCc2ccc(F)c(F)c2)Cc2c(-c3ccccc3)ccnc2O1 (configuration not stated)	?	20	i	.	-15%	.	?	?	?
15	CC(=O)OCc1c(C(F)(F)F)nn(C)c1Sc1ccccc1	-1%	11	i	-1%	0%	-5%	8%	0%	7%
16	CN(CC(=O)OCC(=O)Nc1ccccc1)S(=O)(=O)c1ccc(Cl)cc1	1%	27	i	?	-10%	1%[9.22 µM]	19%	5%	16%
17	Cc1ccc2c(=O)c(C(=O)c3ccccc3)cn(CC(=O)Nc3ccccc3)c2n1	.	.	i	.	-2%	.	16%	.	?
18	O=C(CSc1nnc(CNC(=O)c2cccc(C(F)(F)F)c2)o1)NC1CCCCC1	18%	11	i	7%	9%	8%	3%	1%	?
19	Cc1occc1C(=O)Nc1sccc1C(N)=O	27%	?	i	1%	25%	2%	9%	0%	2%
20	N#CC(c1ccc(N)cc1)C(CC(=O)c1ccccc1)c1ccccc1 (configuration not stated)	1%	-16	?	.	.	.	-6%	1%	4%
21	Cc1c(C)c(C)c(S(=O)(=O)N2CCC3(CC2)OCCO3)c(C)c1C	-4%	12	i	12%	0%	-4%	7%	-11%	?
22	Cc1nn(Cc2ccccc2)c(C)c1C(=O)NCC(c1cccs1)N1CCOCC1 (configuration not stated)	1%	-3	?	0%	3%	-5%	0%	3%	?
23	O=C(Cc1ccccc1)NCCc1ccc(Cl)cc1Cl	15%	17	i	-4%	-3%	-10%	-12%	15%	15%
24	COc1ccc(Cl)cc1NC(=O)Cn1nnc(C(=O)NCc2ccc3c(c2)OCO3)c1N	0%	2	?	?	?	?	-1%&0%	-12%	?
25	CC(=O)c1cccc(S(=O)(=O)NCC(C)(C)N2CCOCC2)c1	14%	10	i	-14%	0%	-20%	-2%	3%	-1%
26	COc1cccc(NC(=O)N(C)C[C@H]2Oc3cc(C#Cc4ccncc4)ccc3S(=O)(=O)N([C@H](C)CO)C[C@H]2C)c1	-4%	0	?	.	?	.	?	-18%	?
27	Cc1ccc(CN2CCc3nc(N4CCN(c5ccccc5F)CC4)ncc3C2)s1	.	.	i	.	-2%	.	2%	.	4%
28	Cc1cc(CNC(=O)c2cc(COc3ccc(F)c(F)c3)on2)nn1C	-2%	7	i	-2%	61%[activator]	-3%	10%	0%	-2%
29	O=C(CN(C(=O)CCC(=O)Nc1nccs1)c1ccc(F)cc1)NCCc1ccccc1	-5%	19	i	5%	-14%	-5%	2%	-10%	-16%
30	N#Cc1cccc(NC(=O)COC(=O)c2ccccc2Sc2ccccc2C#N)c1	7%	i	i	?	-5%	2%	-1%	12%	-4%

Retrieved one by one from the entries so far (four):
#	SMILES	HT1080NT lethal	IL-1B inflam inh	S2 tox	MCF10A rereplic	ATXN2 expr inh	SW480 rereplic	KB-3-1 cytotox	HT1080 IDH1KD tx	KB-V1 MDR tox
26	COc1cccc(NC(=O)N(C)C[C@H]2Oc3cc(C#Cc4ccncc4)ccc3S(=O)(=O)N([C@H](C)CO)C[C@H]2C)c1	-4%	0	?	.	?	.	?	-18%	?
2	CN1OC[C@@H]2CN(S(=O)(=O)c3cccc(C(F)(F)F)c3)[C@H](c3ccc(-c4cccnc4)cc3)C[C@@H]21	-6%	22	i	.	-17%	.	15%	?	0%
11	CC(=C/C(=O)O)/C=C/c1cccs1	?	17	i	-2%	2%	-6%	6%	17%	-4%
22	Cc1nn(Cc2ccccc2)c(C)c1C(=O)NCC(c1cccs1)N1CCOCC1 (configuration not stated)	1%	-3	?	0%	3%	-5%	0%	3%	?

Further structures.
#	SMILES	HT1080NT lethal	IL-1B inflam inh	S2 tox	MCF10A rereplic	ATXN2 expr inh	SW480 rereplic	KB-3-1 cytotox	HT1080 IDH1KD tx	KB-V1 MDR tox
31	COc1ccc(CCNC(=O)CCn2c(=O)c3ccccc3n(CC(=O)Nc3cc(Cl)ccc3C)c2=O)cc1OC	.	.	i	.	12%	.	4%	.	2%
32	CNC(=O)CSc1nnc(-c2ccco2)n1-c1cccc(OC)c1	0%	-20	i	0%	1%	-12%	23%	-5%	?
33	CCOC(=O)c1cc2c(=O)n3ccccc3nc2n(Cc2ccco2)c1=NC(=O)c1cccc(OC)c1	-15%	-55*	.	?	-11%	?	18%	-18%	-22%
34	O=C(Cn1c(=O)n(CC2CCCO2)c(=O)c2ccccc21)c1ccccc1 (configuration not stated)	-11%	11	i	-1%	-18%	0%	1%	-10%	-5%
35	CN(C)S(=O)(=O)c1cccc(NC(=O)CCCSc2ccccc2)c1	-12%	-9	i	-5%	-7%	-1%	-1%	-19%	-28%
36	COc1ccc(NC(=O)C2CCCN2S(=O)(=O)c2cccc3cccnc23)c(OC)c1 (configuration not stated)	-3%	42	i	0%	-2%	7%	9%	-1%	?
37	Cc1cc(C)c2c(CN3CCN(Cc4ccc5c(c4)OCO5)CC3)cc(=O)oc2c1	-4%	-3	i	29%	-15%	-3%	?	-2%	-19%
38	COc1ccc(Cl)cc1N1CC(C(=O)Nc2nccs2)CC1=O (configuration not stated)	?	65	i	?	-31%	?	?	?	0%
39	CN(Cc1cccs1)C(=O)CCc1c[nH]c2ccccc12	5%	-13	i	-1%	11%	-2%	-7%	1%	-17%
40	CCCCN(C(=O)CSc1nncn1-c1ccccc1OC)c1c(N)n(Cc2ccccc2)c(=O)[nH]c1=O	15%	13	?	-2%	3%[11.3 µM]	-23%	12%	6%	13%
41	CC(C)Sc1sc(C(=O)O)c(-c2ccc(Cl)cc2)c1C#N	-16%	27	i	-2%	39%	-3%	4%	-1%	4%
42	COc1ccccc1C(=O)NCCC(=O)N(C)CC(=O)Nc1c(Cl)cccc1Cl	1%	-8	i	2%	-11%	-72%[inhibitor]	8%	-1%	1%
43	COc1ccc(CCNC(=O)c2ccc3c(c2)CCN3S(=O)(=O)c2ccccc2)cc1	.	.	i	.	-23%	.	0%	.	-17%
44	CCOC(=O)c1cccnc1SCC(=O)NC(C)CC (configuration not stated)	10%	-11	i	-5%	0%	-13%	-1%	1%	1%

Source: PubChem BioAssay
